B2AR arrestin – agonists driving beta-arrestin recruitment to human beta2-adrenergic receptor; P07550; beta-arrestin recruitment to beta2AR, cell-based reporter; Potency, µM (top dose mostly 46.1 µM), for inactives: at the top dose activation, most hits filed as activators; 330,000 tested, 0.02% active;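 note: potency is the fitted concentration of half-maximal effect; 0% = DMSO controls and full agonism = EC100 isoproterenol or metaproterenol; nearly all actives have a fitted effect of over 65% in size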
TSG101-PTAP inh – blocks PTAP/TSG101 interaction to inhibit HIV-1 budding; AID 493005; 340,000 tested, under 10 active; Potency, µM (titrated, usually from 115 µM), without a hit: at the highest dose activity change, negative = inhibition, hits mostly inhibitors; Q99816; Fluorescence polarization, FITC-PTAP peptide / Tsg101 binding; active = well fitted inhibition curve with a large enough effect in the main read-out, with a control signal flat, not every such curve was filed as active; inconclusive = small, poorly fitted or top-dose-only effect, or effect the other way, or a change in a side signal; inactive = no such curve, though single readings can be large or run the other way; note: potency is the fitted concentration of half-maximal effect; % of control where 0% means no effect
Target sequence (Q99816 whole entry, looked up): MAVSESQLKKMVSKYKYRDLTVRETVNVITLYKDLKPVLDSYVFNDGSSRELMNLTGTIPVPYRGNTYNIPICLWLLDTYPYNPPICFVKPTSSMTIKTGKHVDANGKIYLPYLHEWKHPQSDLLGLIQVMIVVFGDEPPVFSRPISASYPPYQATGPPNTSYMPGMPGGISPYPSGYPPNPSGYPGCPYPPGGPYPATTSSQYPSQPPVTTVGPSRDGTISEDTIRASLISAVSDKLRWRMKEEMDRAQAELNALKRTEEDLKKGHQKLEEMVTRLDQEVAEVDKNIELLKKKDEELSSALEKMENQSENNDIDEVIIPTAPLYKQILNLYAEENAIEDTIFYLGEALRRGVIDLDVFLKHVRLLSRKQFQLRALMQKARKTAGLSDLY
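FP read-out: FITC-PTAP peptide, 50 nM final, binding Tsg101 binding domain, 10 uM final; 20 min, r.t.; 10 mM HEPES pH 7.5, 0.15 M NaCl, 0.01% Tween 20, 3 mM EDTA, 0.1 mM TCEP.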
TCR act – activators of T cell receptors | primary human leukocytes, anti-CD3, IL-2 HTRF, 48 h | Potency, µM (top dose mostly 9.22 µM), for inactives: top-dose activation of IL-2 secretion, hits mostly activators | 330,000 tested, under 10 active; note: % of control where 0% means no effect
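Compounds are tested in HTS on primary human leukocytes co-incubated with a-CD3 beads for 48 hr. IL-2 output is measured by time-resolved FRET.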
USP2a block – inhibitors of human ubiquitin-specific protease USP2a | O75604 | USP2 core, Ub-CHOP2 coupled fluorogenic reporter, 485/531 | Potency, µM (doses to about 38.3 µM), for inactives: at the highest dose activity change, negative = inhibition, usual class: inhibitors | 330,000 tested, 0.01% active | AID 463254;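 note: potency is the fitted concentration of half-maximal effect; plate controls were DMSO wells for no effect and full inhibition by NEM control for full effect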
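Cell-free coupled assay: 10nM USP2 core preincubated 30min RT with compound in Tris-HCl pH 8.0/CaCl2/CHAPS buffer, then 25nM Ub-CHOP2 and 25nM reporter substrate; fluorescence (Ex 485/Em 531) read after 60min RT, normalized to NEM inhibition, concentration-response curves fitted.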
uPA generation – cell surface uPA generation inhibition | cell surface uPA generation assay, qHTS | Potency, µM (top dose mostly 38.3 µM), for inactives: top-dose activity change, negative = inhibition, usual class: inhibitors | 330,000 tested, 0.31% active; active = well fitted inhibition curve with a large enough effect; inconclusive = small, poorly fitted or top-dose-only effect; inactive = no such curve, though single readings can be large or run the other way; tested in mouse RAW 264.7 cells; note: potency is the fitted concentration of half-maximal effect; % is set by controls: 0 for no effect and ±100 for the full control effect; nearly all actives have a fitted effect of over 55% in size
Tb PFK inh – blocks T. brucei phosphofructokinase. O15648. T. brucei PFK, ADP-Glo luminescence. Potency, µM (titrated, usually from 57.5 µM), without a hit: top-dose activity, negative = inhibition, actives largely listed as inhibitors. 330,000 tested, 0.17% active. AID 485367;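 note: potency is the fitted concentration of half-maximal effect; 0% = uninhibited 1x PFK enzyme wells and -100% = no-enzyme wells; nearly all actives have a fitted effect of over 60% in size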
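Luminescent ADP detection (ADP-Glo, two-step: ATP depletion then ADP-to-ATP conversion for luciferase) reported PFK activity after 45 min room-temperature reaction of 1.25 nM enzyme with 0.5 mM F6P and 0.1 mM ATP at pH 8.0.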
ELG1 DNA repair – ELG1-dependent DNA repair inhibition; AID 504467; Potency, µM (series often up to 46.1 µM), without a hit: at the highest dose activity change, negative = inhibition, actives largely listed as inhibitors; HEK293T ELG1-luciferase reporter, luminescence, 16 h; DNA damage induced by 5-fluorouridine; 330,000 tested, 2.3% active; note: potency is the fitted concentration of half-maximal effect; % is set by controls: 0 for no effect and ±100 for the full control effect; nearly all actives have a fitted effect of over 55% in size
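HEK293T cells expressing luciferase-tagged ELG1 (2,000/well) received 5-Fluorouridine plus compound or DMSO for 16 hr at 37 °C. Luciferase was read by ONE-Glo luminescence after 30 min at room temperature.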
TSHR antag – human thyrotropin receptor antagonism | 330,000 tested, 0.2% active | P16473 | TSHR-expressing cells, TSH-stimulated cAMP HTRF, 2 h; hits give low values | activity change, negative = inhibition, % at 11.5 µM;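 active = activity change below a set negative limit, meaning inhibition stronger than a set level, cut at about -70% in these data; inconclusive = activity change between two set negative limits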; note: % is set by controls: 0 for no effect and ±100 for the full control effect
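Read-out is FRET at 665 nm (cryptate excitation 337 nm) from a cryptate-tagged anti-cAMP antibody, competed by cell cAMP against cAMP-d2. Compounds are tested on freshly harvested TSHR cells challenged with 4nM TSH (EC80) for 2 hours at 37 deg C.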
Eya2 phos inh – inhibitors of human Eya2 phosphatase activity | O00167 | AID 488837 | 330,000 tested, 0.006% active | recombinant Eya2, OMFP fluorescence dephosphorylation (OMFP is methylfluorescein phosphate) | Potency, µM (series often up to 76.9 µM), without a hit: top-dose activity, negative = inhibition, hits mostly inhibitors; note: potency is the fitted concentration of half-maximal effect; % is set by controls: 0 for no effect and ±100 for the full control effect
Target sequence (O00167 whole entry, looked up): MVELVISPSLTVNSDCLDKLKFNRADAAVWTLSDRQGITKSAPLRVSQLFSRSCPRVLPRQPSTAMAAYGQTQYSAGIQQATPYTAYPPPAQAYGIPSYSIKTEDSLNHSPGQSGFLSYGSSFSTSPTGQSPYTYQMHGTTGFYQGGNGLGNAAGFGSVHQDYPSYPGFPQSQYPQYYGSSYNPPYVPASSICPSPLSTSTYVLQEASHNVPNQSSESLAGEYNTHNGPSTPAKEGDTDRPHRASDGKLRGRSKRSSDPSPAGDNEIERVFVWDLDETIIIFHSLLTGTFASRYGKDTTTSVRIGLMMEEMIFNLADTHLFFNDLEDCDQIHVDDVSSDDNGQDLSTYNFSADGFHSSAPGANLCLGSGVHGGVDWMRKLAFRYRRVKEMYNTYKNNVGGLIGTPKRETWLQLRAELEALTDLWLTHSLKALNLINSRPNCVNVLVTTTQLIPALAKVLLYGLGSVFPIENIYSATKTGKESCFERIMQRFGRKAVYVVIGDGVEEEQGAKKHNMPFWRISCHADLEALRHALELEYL
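Eya2 protein (added as 0.2 uM solution) was preincubated with compound for 10 min at ambient temperature in 50 mM HEPES pH 7.5, 50 mM NaCl, 5 uM MgCl2, 0.05% BSA, 1 mM DTT. OMFP (added at 50 uM) then reacted 10 min; fluorescence read at 485/525 nm.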
Mito fusion act – inhibitors of mitochondrial division or activators of mitochondrial fusion. S. cerevisiae fusion-defective mutant growth rescue, CellTiterGlo 48 h. Potency, µM (titrated, usually from 46.1 µM), without a hit: at the highest dose growth rescue (activation), hits mostly activators. 320,000 tested, 0.23% active;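 note: potency is the fitted concentration of half-maximal effect; % of control where 0% means no effect; nearly all actives have a fitted effect of over 45% in size; temperature-sensitive fusion mutants such as fzo1-1 at 37 °C on non-fermentable ethanol glycerol medium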
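Yeast fusion mutant, YPEG (non-fermentable carbon), compound, 48 h at 37C non-permissive; CellTiterGlo added, 10 min RT, luminescence read. Rescued growth = division inhibition.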
BCR signal inh – blocks chronic active B-cell receptor signaling | ABC-DLBCL IkBa-CBG/CBR reporter, luminescence ratio, 4 h | Potency, µM (top dose mostly 46.1 µM), for the others: at the top dose ratio change, negative = lower green/red ratio, hits mostly inhibitors | 340,000 tested, 0.05% active | AID 493014; active = well fitted inhibition curve with a large enough effect in the signal ratio, with a control signal flat, not every such curve was filed as active; inconclusive = small, poorly fitted or top-dose-only effect, or effect the other way, or a change in a side signal; the % refers to the signal ratio;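 note: potency is the fitted concentration of half-maximal effect; plate controls were basal doxycycline-induced cells for no effect and cells given 10 µM MG132 for full effect; MG132 reads +100%, hits lower the ratio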
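Doxycycline induced both beetle luciferases in TMD8 lymphoma cells; IKK-driven degradation limits the IkappaBalpha-fused green signal, while red luminescence normalises for cell number and nonspecific effects. Compounds tested up to 46 uM, 4 hrs.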
The depositor's hits bear a star; ? = inconclusive; . = not tested or not shown; [ ] = another dose, or the depositor's remark. Unless noted, calls come from the whole dose curve; as a rule, active = well fitted curve in the direction sought with a large enough effect; inconclusive = small, poorly fitted or top-dose-only effect, or another doubt; inactive = no such curve, though single readings can be large; an effect the other way counts as inactive or inconclusive.

SMILES	B2AR arrestin	TSG101-PTAP inh	TCR act	USP2a block	uPA generation	Tb PFK inh	ELG1 DNA repair	TSHR antag	Eya2 phos inh	Mito fusion act	BCR signal inh
CN1C(=O)/C(=C/c2cn(CC(=O)N3CCCCC3)c3ccccc23)NC1=S	-0.2%	0%	0%	2%	-15%	4%	7%	-3	2%	-2%	?
O=c1[nH]c(-c2ccccc2)c(-c2ccccc2)o1	0.5%	4%	6%	2%	1%	3%	7%	5	8%	-18%	?
C[C@@H](CN1C(=O)C(=O)NC[C@@H]1C)NC(=O)CC12CC3CC(CC(C3)C1)C2	-1.3%	-6%	-1%	7%	-3%	2%	7%	-9	-9%	0%	3%
N#Cc1c(N)n(-c2cccc(O)c2)c2nc3ccccc3nc12	-0.1%	-2%	6%	-1%	17%	-1%	0%	-16	4%	1%	?
COC(=O)c1ccc2c(c1)c(-c1ccccc1)c(-c1ccccc1)n2C	0.3%	-2%	2%[46.1 µM]	0%	-14%	4%	-16%	-3	-2%	.	7%
O=C1C(=O)N(CCCN2CCOCC2)C(c2ccc(Cl)cc2)/C1=C(/O)c1ccc(F)cc1 (configuration not stated)	-0.3%	-3%	0%	0%	12%	-9%	-4%	11	-3%	2%	5%
Clc1cccc(/C=N/Nc2ncnc3ccccc23)c1	10%	-7%	0%	-4%	1%	1%	?	-14	-21%	-3%	?
NS(=O)(=O)c1ccc(CCNC(=O)CC(NC(=O)c2ccccc2Cl)c2ccccc2)cc1 (configuration not stated)	-0.1%	-6%	0%	-1%	0%	0%	?	-2	-3%	1%	-1%
CCOC(=O)c1c(NC(=O)OC)sc(C(=O)N(CC)CC)c1C	-0.5%	-5%	0%	2%	2%	-23%	-4%	1	0%	-3%	8%
COCCCN(C(=S)NC(=O)c1ccc(C(C)(C)C)cc1)c1c(N)n(Cc2ccccc2)c(=O)[nH]c1=O	-0.5%	-2%	4%[46.1 µM]	1%	-1%	-4%	0%	5	-6%	-24%	-1%
CCCNC(=S)N1CCC(NC(=O)c2ccc(OC)cc2)CC1	-0.4%	1%	4%	0%	17%	0%	-7%	-4	3%	-1%	4%
S=c1[nH]nc(-c2ccco2)n1/N=C/c1ccc(Cl)cc1Cl	-0.3%	-8%	-4%	0%	0%	23%	-2%	-10	24%	8%	5%
COc1ccc(Nc2nc(NC(C)(C)C)nc(N3CCCC3)n2)c(OC)c1	-1.2%	-7%	4%	-10%	.	-1%	-29%	-6	-4%	15%	?
O=C(CCn1c(=O)c2sccc2n(Cc2cc(=O)n3ccccc3n2)c1=O)NCc1ccco1	0.4%	-3%	-1%	1%	.	-2%	-7%	8	4%	2%	2%
Nc1c(C(=O)Nc2ccc3c(c2)OCCO3)nnn1Cc1cccc(Cl)c1	-0.2%	-4%	0%	-1%	-5%	-26%	?	-9	-15%	?	6%
CCC(=O)NC(c1ccc(OC)cc1)c1cc(Cl)c2cccnc2c1O (configuration not stated)	0.5%	-2%	-1%	2%	-3%	3%	-6%	-18	-4%	5%	?
COc1cc(CNCC(C)C)c(Br)cc1OCC(=O)NCc1ccccc1	9.8%	-1%	-6%[46.1 µM]	3%	-1%	2%	-9%	22	2%	-4%	4%
COc1ccc(/C=C2\SC(=O)N(CC(=O)Nc3cccnc3)C2=O)cc1OC	-0.8%	-2%	1%	1%	-14%	0%	?	-13	-5%	-9%	?
COc1ccccc1NC(=O)Cn1nnc(-c2ccccc2NC(=O)c2ccco2)n1	-0.2%	6%	-1%	3%	-12%	-1%	14%	0	4%	-4%	0%
Cc1c(NC(=S)NC(=O)c2ccc(Br)o2)c(=O)n(-c2ccccc2)n1C	0.0%	-3%	-6%	3%	10%	-4%	5%	3	-4%	1%	1%
O=c1c2ccccc2[nH]c2ccc(O)cc12	-0.3%	-12%	7%	8%	-3%	-5%	?	-4	-13%	-1%	-8%
CN(C)C1(CNCC(O)c2ccccc2)CCCCC1 (configuration not stated)	0.0%	-2%	1%	1%	7%	-1%	1%	5	0%	-15%	0%
CN1CCN(CC(=O)Nc2c(C(=O)c3ccccc3)oc3ccccc23)CC1	0.5%	-2%	-2%	-2%	-1%	0%	-4%	4	-2%	-8%	-7%
NC(=O)Cc1nc(-c2ccc(Br)cc2)cs1	-0.4%	-4%	-2%[46.1 µM]	2%	-1%	-4%	?	-2	0%	-4%	2%
COc1ccc(OC)c(N(CC(=O)N2CCCC2)S(=O)(=O)c2ccccc2)c1	0.0%	0%	2%	1%	0%	1%	7%	11	-3%	-2%	2%

6 compounds from above, sorted by count of non-hydrogen atoms, high to low.
SMILES	B2AR arrestin	TSG101-PTAP inh	TCR act	USP2a block	uPA generation	Tb PFK inh	ELG1 DNA repair	TSHR antag	Eya2 phos inh	Mito fusion act	BCR signal inh
COCCCN(C(=S)NC(=O)c1ccc(C(C)(C)C)cc1)c1c(N)n(Cc2ccccc2)c(=O)[nH]c1=O	-0.5%	-2%	4%[46.1 µM]	1%	-1%	-4%	0%	5	-6%	-24%	-1%
O=C(CCn1c(=O)c2sccc2n(Cc2cc(=O)n3ccccc3n2)c1=O)NCc1ccco1	0.4%	-3%	-1%	1%	.	-2%	-7%	8	4%	2%	2%
NS(=O)(=O)c1ccc(CCNC(=O)CC(NC(=O)c2ccccc2Cl)c2ccccc2)cc1 (configuration not stated)	-0.1%	-6%	0%	-1%	0%	0%	?	-2	-3%	1%	-1%
COc1ccc(OC)c(N(CC(=O)N2CCCC2)S(=O)(=O)c2ccccc2)c1	0.0%	0%	2%	1%	0%	1%	7%	11	-3%	-2%	2%
COc1ccc(Nc2nc(NC(C)(C)C)nc(N3CCCC3)n2)c(OC)c1	-1.2%	-7%	4%	-10%	.	-1%	-29%	-6	-4%	15%	?
O=c1[nH]c(-c2ccccc2)c(-c2ccccc2)o1	0.5%	4%	6%	2%	1%	3%	7%	5	8%	-18%	?

More records
SMILES	B2AR arrestin	TSG101-PTAP inh	TCR act	USP2a block	uPA generation	Tb PFK inh	ELG1 DNA repair	TSHR antag	Eya2 phos inh	Mito fusion act	BCR signal inh
COCCCNC(=O)c1ccccc1N(Cc1ccccc1)S(=O)(=O)c1ccc(OC)cc1	-0.7%	-5%	-7%	0%	?	-3%	-20%	-6	?	7%	0%
CCn1ccc(C(=O)Oc2ccc(C(C)C)cc2)n1	0.4%	-4%	5%	0%	10%	-5%	26%	1	-16%	9%	?
CC(C)Sc1nc2sccc2c(=O)n1-c1ccccc1	0.0%	-1%	-5%	0%	1%	0%	-4%	-16	-17%	2%	?
NS(=O)(=O)c1ccc(-c2ccc(/C=C3\NC(=S)NC3=O)o2)cc1	-1.1%	14%	2%	-1%	-5%	?	-11%	-3	-2%	2%	0%
Cc1cccc(OCC(=O)Nc2cc(NC(=O)COc3cccc(C)c3C)cc(C(=O)O)c2)c1C	0.1%	0%	.	2%	10%	2%	?	52	-2%	-1%	?
Cc1ccc(S(=O)(=O)N2CCN(C(=O)c3ccc(Br)o3)CC2)c(C)c1	0.0%	-2%	-1%	-2%	-5%	2%	-8%	-5	1%	11%	1%
CSc1nnc(SCC(=O)N(C)c2c(N)n(Cc3ccccc3)c(=O)[nH]c2=O)s1	0.2%	1%	-5%	1%	1%	0%	14%	3	-8%	1%	4%
Cc1ccc2cc(CN(c3ccc(C)c(C)c3)S(C)(=O)=O)c(=O)[nH]c2c1	-0.5%	-1%	.	-1%	1%	-9%	?	34	-16%	-2%	?
COc1cc(OC)cc(C(=O)NCC(=O)OCC(=O)c2cc(OC)ccc2OC)c1	-0.3%	-6%	0%[46.1 µM]	1%	-1%	-1%	-7%	6	-13%	0%	?
Nc1nc(COC(=O)C2CC(=O)N(Cc3ccccc3)C2)nc(Nc2ccccc2)n1 (configuration not stated)	0.2%	0%	2%	-4%	-12%	-5%	0%	-8	1%	-6%	-12%
CC1CCC(C(=O)NC(C(=O)Nc2ccccn2)C(C)C)CC1 (configuration not stated)	0.5%	-1%	-1%	0%	2%	6%	17%	-10	7%	2%	0%
